RECQ1 helicase = RECQ1 (human) helicase inhibition. Potency, µM (top dose mostly 57.3 µM), inactives show top-dose activity, negative = inhibition, actives largely listed as inhibitors. RECQ1 DNA unwinding, red fluorescence kinetic read. hit rate 0.54% among 240,000. P46063;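 further: plate controls were vehicle for no effect and no enzyme for full effect; nearly all actives have a fitted effect of over 30% in size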
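50 nM RECQ1T1 preincubated 15 min with compound in Tris pH 8.0 buffer with MgCl2, DTT, Tween-20 and 2.5 ug/ml poly(dI-dC); started with 200 nM TAMRA/BHQ-2 forked duplex and 2 mM ATP. Unwinding read as fluorescence (525/598 nm), two reads 2 h apart.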
Tau ThT inhib = tau fibrillization inhibition (ThT binding) | P10636 | recombinant tau K18 P301L, heparin-induced fibrillization, ThT fluorescence | Potency, µM (highest dose often 57.4 µM), inactives show at the top dose activity, negative = inhibition, hits mostly inhibitors | hit rate 2.1% among 270,000; further: nearly all actives have a fitted effect of over 55% in size
Target sequence (P10636 561-689 P618L limits assumed): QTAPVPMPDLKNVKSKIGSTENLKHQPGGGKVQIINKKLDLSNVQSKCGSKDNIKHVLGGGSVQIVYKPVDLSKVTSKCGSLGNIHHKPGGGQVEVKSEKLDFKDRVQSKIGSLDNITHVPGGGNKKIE
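K18 P301L tau (15 uM + 0.24 uM Alexa 594-tagged), heparin 20 uM, NaOAc pH 7, 6 h 37 C; ThT 30 uM, 1 h RT, ex 450/em 510 nm.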
Tau fibril FP = blocks human tau fibril formation measured by polarization. P10636. K18 P301L tau heparin fibrillization, Alexa594 FP, 6 h. Potency, µM (highest dose often 57.7 µM), without a hit: at the top dose activity, negative = inhibition, most hits filed as inhibitors. hit rate 0.39% among 280,000; further: nearly all actives have a fitted effect of over 55% in size
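Heparin (20 uM) drove fibril formation of recombinant tau K18 P301L, 15 uM unlabeled with 0.24 uM Alexa 594 label, for 6 hr at 37 C in 100 mM sodium acetate pH 7. Fluorescence polarization (555/632 nm) read 1 hr after 30 uM ThT.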
RGS12 GoLoco inh = blocks human Gai1 binding to RGS12 GoLoco peptide, red readout; P63096; Gai1:RGS12 GoLoco peptide FP, rhodamine, 10 min; Potency, µM (highest dose often 61.6 µM), for the others: at the highest dose activity, negative = inhibition, actives largely listed as inhibitors; hit rate 0.44% among 230,000; active means well fitted inhibition curve with a large enough effect, not every such curve was filed as active; inactive means no such curve, though single readings can be large or run the other way; further: nearly all actives have a fitted effect of over 30% in size; many of its hits are not listed in these tables
Target sequence (P63096 whole entry, looked up): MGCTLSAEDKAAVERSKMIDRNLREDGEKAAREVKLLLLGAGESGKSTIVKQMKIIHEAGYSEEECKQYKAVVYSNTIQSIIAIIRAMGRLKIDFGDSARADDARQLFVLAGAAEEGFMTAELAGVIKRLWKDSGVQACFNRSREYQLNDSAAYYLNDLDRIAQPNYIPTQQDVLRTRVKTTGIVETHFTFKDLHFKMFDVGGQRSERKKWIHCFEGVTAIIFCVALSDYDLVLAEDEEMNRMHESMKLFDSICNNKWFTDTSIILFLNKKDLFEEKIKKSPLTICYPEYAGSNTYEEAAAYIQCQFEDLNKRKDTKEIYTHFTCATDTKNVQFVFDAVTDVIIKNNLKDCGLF
TR SRC2 fluor cs = counter-screen for TRb-SRC2 inhibitors: fluorescence interference | TRb/SRC2 Texas Red total fluorescence interference | Potency, µM (highest dose often 106 µM), inactives show top-dose fluorescence change, negative = quenching | hit rate 0.29% among 280,000 | AID 1479; active means well fitted curve in either direction with a large enough effect; inconclusive means small, poorly fitted or top-dose-only effect
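Human TRb ligand-binding domain at 0.6 uM with 20 nM Texas Red SRC2 peptide in Tris buffer containing 1 uM T3 and 5% DMSO, incubated with compound 5 h at ambient temperature. Total fluorescence (555/632 nm) calculated as parallel + 2 × perpendicular.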
L3MBTL1 block = blocks human L3MBTL1 | Potency, µM (doses to about 57.1 µM), inactives show at the highest dose activity, negative = inhibition, hits mostly inhibitors | AID 485360 | AlphaScreen L3MBTL1–H3K9me1 peptide binding | Q9Y468 | hit rate 0.66% among 230,000; further: nearly all actives have a fitted effect of over 60% in size
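AlphaScreen assay: L3MBTL1 (50 nM final) was preincubated 30 min at room temperature with biotinylated H3(1-15)K9me1 peptide (75 nM final), then 30 min with library compounds; streptavidin donor and nickel chelate acceptor beads (10 ug/mL final) added, 30 min dark.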
TRb SRC2 PPI = TRbeta-SRC2 interaction inhibition; hit rate 0.065% among 280,000; TRbeta-SRC2 peptide binding, fluorescence polarization; receptor liganded with 1 µM T3; Potency, µM (highest dose often 106 µM), inactives show at the highest dose activity change, negative = inhibition, hits mostly inhibitors; P10828;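 further: plate controls were bound peptide for no effect and peptide without receptor for full effect; nearly all actives have a fitted effect of over 50% in size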
Target sequence (P10828 whole entry, looked up): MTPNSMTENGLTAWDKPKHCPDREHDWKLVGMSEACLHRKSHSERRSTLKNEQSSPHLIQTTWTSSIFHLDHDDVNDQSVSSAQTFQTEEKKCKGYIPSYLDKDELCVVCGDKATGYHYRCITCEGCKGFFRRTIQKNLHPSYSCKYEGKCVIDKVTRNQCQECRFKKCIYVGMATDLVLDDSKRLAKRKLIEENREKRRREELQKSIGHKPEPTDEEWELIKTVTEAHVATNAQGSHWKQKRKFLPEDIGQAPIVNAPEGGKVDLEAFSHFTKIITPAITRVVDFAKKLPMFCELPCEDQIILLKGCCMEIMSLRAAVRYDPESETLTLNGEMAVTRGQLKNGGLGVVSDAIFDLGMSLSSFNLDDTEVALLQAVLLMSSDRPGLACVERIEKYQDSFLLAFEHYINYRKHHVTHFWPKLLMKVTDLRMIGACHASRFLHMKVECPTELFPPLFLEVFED
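A fluorescence polarization screen tested compounds at multiple concentrations against complex formation between 0.6 uM TRb ligand-binding domain and 20 nM Texas Red SRC2 peptide, with 1 uM T3 present; readout after 5 hr.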
KDM4E inh = inhibitors of human JMJD2E histone demethylase; B2RXH2; JMJD2E catalytic domain, FDH-coupled NADH fluorescence (FDH is formaldehyde dehydrogenase); Potency, µM (top dose mostly 57.1 µM), for the others: at the highest dose activity change, negative = inhibition, actives largely listed as inhibitors; hit rate 1.6% among 230,000; AID 2147; active means well fitted inhibition curve with a large enough effect, not every such curve was filed as active; inconclusive means small, poorly fitted or top-dose-only effect, or another doubt; inactive means no such curve, though single readings can be large or run the other way;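 further: 0% = wells with enzyme and -100% = buffer wells without enzyme; nearly all actives have a fitted effect of over 50% in size; many of its hits are not listed in these tables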
Numbers without * were called inactive; i = inactive; ? = inconclusive; . = not tested or not shown; [ ] = remark or other dose. Unless noted, the call rests on the fitted dose curve; in most records, active means well fitted curve in the direction sought with a large enough effect; inconclusive means small, poorly fitted or top-dose-only effect, or another doubt; inactive means no such curve, though single readings can be large; an effect the other way counts as inactive or inconclusive. Unless noted, on the % scale 0 is the no-effect control and ±100 the full control effect; potency means the concentration at half of the fitted maximal effect. An excerpt. The share of hits here may be higher or lower than overall.

| item | Compound | Tau ThT inhib | TR SRC2 fluor cs | KDM4E inh | RGS12 GoLoco inh | RECQ1 helicase | L3MBTL1 block | Tau fibril FP | TRb SRC2 PPI |
| --- | --- | --- | --- | --- | --- | --- | --- | --- | --- |
| 1 | Cc1cccc(NC(=O)c2cc3c([nH]c4ccccc43)c(C)n2)c1C | ? | -1% | ? | 10% | -16% | 4% | 0% | -23% |
| 2 | Cc1cc(C(=O)Nc2c(C)nn(Cc3ccc(F)cc3)c2C)on1 | 1% | -2% | -12% | -11% | 6% | . | -2% | 13% |
| 3 | Cc1cc(C)cc(OCC(O)CN2CCC(CN3C(=O)c4cccc5cccc(c45)C3=O)CC2)c1 (stereo unspecified) | -5% | -3% | -1% | 12% | 0% | 13% | 2% | -12% |
| 4 | CCCN(Cc1cccs1)C(=O)Nc1ccccc1C | -9% | 1% | . | . | . | . | 1% | 0% |
| 5 | CCOc1ccc(OCCn2ccnc2)cc1 | -13% | 0% | ? | 5% | i | 0% | -1% | -15% |
| 6 | Cc1cc(S(=O)(=O)NC2CCCCC2)ccc1-n1cnnn1 | -6% | -3% | ? | 8% | i | 4% | -4% | 6% |
| 7 | CC(C)(C)c1ccc(C(=O)NC(Cc2c[nH]c3ccccc23)C(=O)OCC(=O)c2ccc(Cl)cc2)cc1 (stereo unspecified) | -15% | -3% | . | . | . | . | -12% | -8% |
| 8 | CC(=O)NCCC1CCN(c2nc3nonc3nc2N(C)Cc2ccccc2)CC1 | 1% | 1% | 4% | 9% | -9% | -1% | -4% | 1% |
| 9 | CCOc1nc(-c2ccc(Cl)cc2)nc2ccccc12 | -7% | 0% | 1% | 12% | -2% | 9% | -11% | 2% |
| 10 | C/C(=N\Nc1ccc2nncn2n1)c1ccc(Cl)s1 | -18% | -2% | -5% | 11% | 7% | 10% | 1% | -8% |
| 11 | COc1ccc(S(=O)(=O)Nc2c3ccccc3nc(=O)n2-c2ccccc2)cc1 | -7% | -1% | -1% | 3% | i | . | -1% | -6% |
| 12 | CSc1cccc(NC(=O)C(C)Sc2ccc(C)cc2)c1 (stereo unspecified) | -9% | -2% | 3% | 8% | -3% | . | 0% | -2% |
| 13 | Cc1cc(C)cc(NC(=O)CSc2nccn2C2CCCC2)c1 | -2% | 3% | . | . | . | . | -4% | 3% |
| 14 | COc1ccc(OCc2n(CC(=O)OC3CC(C)CCC3C(C)C)c3ccccc3[n+]2C)cc1 (stereo unspecified) | . | -2% | 4% | 7% | -10% | . | 0%[0.0958 µM] | 3% |
| 15 | O=S1(=O)N=C(Oc2ccccc2)c2ccccc21 | -1% | 2% | 0% | -4% | -3% | 0% | -5% | -3% |
| 16 | COc1nccc(C(F)(F)F)c1C(=O)Nc1ccc(Cl)cc1 | -10% | 1% | 19% | 2% | 8% | 3% | 7% | -1% |
| 17 | CC(=O)Nc1nc(-c2ccc3c(c2)OCO3)cs1 | . | 1% | 3% | 6% | -6% | . | 1% | 2% |
| 18 | S=C(NCc1ccccn1)Nc1ccc(Br)cc1Cl | -13% | -7% | -7% | 8% | -5% | -5%[11.4 µM] | -9% | -6% |
| 19 | Cc1ccc(OCCNc2ccc(C(F)(F)F)cc2[N+](=O)[O-])cc1 | ? | -6% | 4% | 4% | -6% | -15% | ? | -4% |
| 20 | CCCC(=O)Nc1c2c(nc3ccccc13)N(c1ccccc1)CC2 | -5% | -1% | ? | 5% | -7% | . | -8% | -3% |
| 21 | CC(NC(=O)/C(C#N)=C/c1cn(-c2ccccc2)nc1-c1ccc(F)cc1)c1ccccc1 (stereo unspecified) | 2% | -2% | 6% | 5% | -4% | 3% | ? | 4% |
| 22 | Cc1[nH]c(=O)[nH]c(=O)c1CSc1nnc([C@@H](NC(=O)OC(C)(C)C)C(C)C)o1 | -4% | -1% | -4% | 10% | -5% | -3% | 1% | -12% |
| 23 | CN(C)c1ccc(P(=O)(OCc2ccccc2)C(O)c2ccncc2)cc1 (stereo unspecified) | ? | -1% | 20µM* | 7% | 7% | -3% | -2% | -5% |
| 24 | COc1cccc(N/C(SCc2cccc([N+](=O)[O-])c2)=C(/C#N)C(N)=O)c1 | ? | -2% | -6% | 4% | i | . | ? | -3% |
| 25 | O=C(Cn1nnc2ccccc2c1=O)N[C@@H](Cc1ccccc1)C(=O)O | 6% | 0% | 0% | -1% | 1% | -1% | -1% | 1% |

Additional results
| item | Compound | Tau ThT inhib | TR SRC2 fluor cs | KDM4E inh | RGS12 GoLoco inh | RECQ1 helicase | L3MBTL1 block | Tau fibril FP | TRb SRC2 PPI |
| --- | --- | --- | --- | --- | --- | --- | --- | --- | --- |
| 26 | CCC(=O)N1CCc2cc(CNS(=O)(=O)c3c(C)cc(C)cc3C)ccc21 | ? | 0% | . | . | . | . | 8% | -2% |
| 27 | O=C(Nc1ccccc1O)c1cccc(S(=O)(=O)N2CCOCC2)c1 | -4% | 11% | -4% | 1% | -12% | -14% | -6%[2.34 µM] | -7% |
| 28 | CN1CCC(OC(=O)c2cccc(Br)c2)CC1 | -6% | -3% | -3% | -7% | -6% | . | -3% | -9% |
| 29 | O=C(NC1CCCC1)C(=O)N(Cc1cccnc1)C(C(=O)NC1CCCC1)c1ccco1 (stereo unspecified) | -3% | -3% | -3% | 0% | i | 0% | 3% | -3% |
| 30 | CC1CCN(C(=O)CSc2nc(-c3ccc(F)cc3)cc(C(F)(F)F)n2)CC1 | -5% | -14% | . | . | . | . | 3% | -5% |
| 31 | C/C(=N/OCC(=O)NCCCCCCNC(=O)CO/N=C(/C)c1cccs1)c1cccs1 | 17% | -2%[53 µM] | -20% | 1% | -4% | -8% | 3% | 6%[53 µM] |
| 32 | CN(C(=O)CCl)C1CCCc2ccccc21 (stereo unspecified) | -5% | -2% | -11% | 2% | i | 8% | 0% | -2% |
| 33 | Cc1cccn2c(=O)c(C(=O)NCCc3ccccc3)c(O)nc12 | -12% | -3% | . | . | . | . | 5% | -1% |
| 34 | CCOC(=O)CCc1c(C)c2ccc(OC(C)C(=O)OCC)c(C)c2oc1=O (stereo unspecified) | -16% | 0% | ? | -7% | -9% | . | 0% | -2% |
| 35 | O=c1nc2c(-c3ccccc3F)n[nH]n2c2ccccc12 | -5% | 0% | ? | -8% | -16% | 10% | -7% | -4% |
| 36 | CCOC(=O)Cc1cnc(NC(=O)CSc2nc(C)c(CC)c(=O)[nH]2)s1 | 0% | -1% | -7% | 3% | 2% | . | 8% | -3% |
| 37 | CCCNC(=O)c1cccc(C(F)(F)F)c1 | -7% | -1% | -1% | 17% | -2% | -5% | -7% | -1% |
| 38 | CC1CC(OCC(O)CN2CCN(Cc3ccccc3)CC2)CC(C)(C)C1 (stereo unspecified) | -8% | 0% | -10% | -2% | -5% | 6% | -4% | 3% |
| 39 | COC(=O)C1=C(C(=O)OC)[C@@H]2Nc3ccccc3[C@@]23C[C@@H](C(=O)OC)N(S(=O)(=O)c2ccc([N+](=O)[O-])cc2)C3=N1 | -1%[11.5 µM] | -4%[11.2 µM] | -12%[11.4 µM] | 2%[14.2 µM] | -18%[11.5 µM] | . | ? | 3%[11.2 µM] |
| 40 | COc1cc(C(=O)NCCCc2nc3ccccc3n2Cc2cc(C)ccc2C)cc(OC)c1OC | 1% | -5% | 7% | -5% | -2% | 21% | 8% | 8% |
| 41 | CCN(CC)CC(O)Cn1c(-c2cccc(Cl)c2)nc2cc(C)c(C)cc21 (stereo unspecified) | -2% | 0% | ? | -1% | -3% | -1% | -1% | -4% |
| 42 | CCc1nccn1C(=O)c1cnn2c(C(F)F)cc(-c3ccc(C)cc3)nc12 | -13% | -6% | ? | . | -4% | 21% | ? | 2% |
| 43 | CCN1CCCC1CNC(=O)c1ccc(Sc2ccc(F)cc2)c([N+](=O)[O-])c1 (stereo unspecified) | -15% | -1% | ? | 6% | -2% | -21% | 4% | -3% |
| 44 | COc1ccccc1C(=O)Nc1c2c(nn1-c1cccc(C)c1C)CS(=O)C2 (stereo unspecified) | -13% | -2% | -1% | -1% | i | . | 4% | 0% |
| 45 | CCc1cccc(C)c1NC(=O)CSc1nc(C)cc(C)c1C(=O)Nc1ccccc1 | -3% | -8% | . | . | . | . | -2% | -3% |
| 46 | O=C(Nc1ncc2c(n1)-c1ccccc1CC2)c1cccc(Cl)c1 | ? | -7% | ? | -1% | -6% | -6% | -2% | 0% |
| 47 | C=CCSc1nnc(-c2cnn(-c3ccccc3)c2-n2cccc2)n1C | -9% | 2% | 4% | -20% | i | . | -2% | -3% |

Part of the list above in order of length of the SMILES, descending.
| item | Compound | Tau ThT inhib | TR SRC2 fluor cs | KDM4E inh | RGS12 GoLoco inh | RECQ1 helicase | L3MBTL1 block | Tau fibril FP | TRb SRC2 PPI |
| --- | --- | --- | --- | --- | --- | --- | --- | --- | --- |
| 39 | COC(=O)C1=C(C(=O)OC)[C@@H]2Nc3ccccc3[C@@]23C[C@@H](C(=O)OC)N(S(=O)(=O)c2ccc([N+](=O)[O-])cc2)C3=N1 | -1%[11.5 µM] | -4%[11.2 µM] | -12%[11.4 µM] | 2%[14.2 µM] | -18%[11.5 µM] | . | ? | 3%[11.2 µM] |
| 40 | COc1cc(C(=O)NCCCc2nc3ccccc3n2Cc2cc(C)ccc2C)cc(OC)c1OC | 1% | -5% | 7% | -5% | -2% | 21% | 8% | 8% |
| 45 | CCc1cccc(C)c1NC(=O)CSc1nc(C)cc(C)c1C(=O)Nc1ccccc1 | -3% | -8% | . | . | . | . | -2% | -3% |
| 36 | CCOC(=O)Cc1cnc(NC(=O)CSc2nc(C)c(CC)c(=O)[nH]2)s1 | 0% | -1% | -7% | 3% | 2% | . | 8% | -3% |
| 44 | COc1ccccc1C(=O)Nc1c2c(nn1-c1cccc(C)c1C)CS(=O)C2 (stereo unspecified) | -13% | -2% | -1% | -1% | i | . | 4% | 0% |
| 38 | CC1CC(OCC(O)CN2CCN(Cc3ccccc3)CC2)CC(C)(C)C1 (stereo unspecified) | -8% | 0% | -10% | -2% | -5% | 6% | -4% | 3% |
| 35 | O=c1nc2c(-c3ccccc3F)n[nH]n2c2ccccc12 | -5% | 0% | ? | -8% | -16% | 10% | -7% | -4% |
| 28 | CN1CCC(OC(=O)c2cccc(Br)c2)CC1 | -6% | -3% | -3% | -7% | -6% | . | -3% | -9% |
